High-throughput results from PubChem.
TRb-SRC2 inh: qHTS for Inhibitors of the Interaction of Thyroid Hormone Receptor and Steroid Receptor Coregulator 2; Thyroid hormone receptor beta (Homo sapiens), P10828; TRbeta-SRC2 peptide binding, fluorescence polarization; receptor liganded with 1 µM T3; Potency, µM (highest dose often 106 µM), without a hit: top-dose activity change, negative = inhibition, most hits filed as inhibitors; actives 0.065% (n = 280,000); AID 1469, 2008;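 also: plate controls were bound peptide for no effect and peptide without receptor for full effect; nearly all actives have a fitted effect of over 50% in size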
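Human TRb ligand-binding domain (0.6 uM) is mixed with 20 nM Texas Red SRC2 peptide and 1 uM T3; after compound addition and 5 hr at ambient temperature, polarization is measured and normalized to unbound and bound controls.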
Tau fluor counter: Counterscreen qHTS for Inhibitors of Tau Fibril Formation, Fluorescence Polarization | tau K18 P301L Alexa594 fluorescence, heparin fibrillization | AID 1463, 2008 | actives 0.93% (n = 280,000) | Potency, µM (series often up to 57.7 µM), for the others: at the highest dose activity change, negative = decrease; also: % is scaled to controls: 0 for no effect and ±100 for the full control effect; nearly all actives have a fitted effect of over 55% in size
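Human tau K18 P301L (15 uM unlabeled, 0.24 uM Alexa 594-labeled) in 100 mM sodium acetate pH 7 with 20 uM heparin, 6 hr at 37 C. ThT 30 uM added, 1 hr ambient; Alexa 594 FP and total fluorescence read at 555/632 nm.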
HTT ATP protect: qHTS Multiplex Assay to Identify Dual Action Probes in a Cell Model of Huntington: Cytoprotection (ATP) | PC12 HTT-Q103 induced, cytoprotection, ATP luminescence, 40 h | Potency, µM (titrated, usually from 56.4 µM), without a hit: cytoprotection (ATP increase), hits mostly activators | actives 0.14% (n = 230,000) | AID 1471, 2008;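 also: % of control where 0% means no effect; nearly all actives have a fitted effect of over 45% in size; toxic huntingtin expression switched on by the ecdysone agonist tebufenozide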
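Quantitative HTS on tebufenozide-induced (100 nM) PC12 cells expressing HTTQ103 exon 1–GFP; compounds tested as a concentration series; survival measured via cellular ATP.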
RECQ1 helicase: qHTS Assay for Inhibitors of RecQ-Like Dna Helicase 1 (RECQ1); RECQ1 DNA unwinding, red fluorescence kinetic read; Potency, µM (titrated, usually from 57.3 µM), inactives show top-dose activity, negative = inhibition, usual class: inhibitors; actives 0.54% (n = 240,000); ATP-dependent DNA helicase Q1 (Homo sapiens), P46063;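 also: plate controls were vehicle for no effect and no enzyme for full effect; nearly all actives have a fitted effect of over 30% in size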
Target sequence (P46063 whole entry, looked up): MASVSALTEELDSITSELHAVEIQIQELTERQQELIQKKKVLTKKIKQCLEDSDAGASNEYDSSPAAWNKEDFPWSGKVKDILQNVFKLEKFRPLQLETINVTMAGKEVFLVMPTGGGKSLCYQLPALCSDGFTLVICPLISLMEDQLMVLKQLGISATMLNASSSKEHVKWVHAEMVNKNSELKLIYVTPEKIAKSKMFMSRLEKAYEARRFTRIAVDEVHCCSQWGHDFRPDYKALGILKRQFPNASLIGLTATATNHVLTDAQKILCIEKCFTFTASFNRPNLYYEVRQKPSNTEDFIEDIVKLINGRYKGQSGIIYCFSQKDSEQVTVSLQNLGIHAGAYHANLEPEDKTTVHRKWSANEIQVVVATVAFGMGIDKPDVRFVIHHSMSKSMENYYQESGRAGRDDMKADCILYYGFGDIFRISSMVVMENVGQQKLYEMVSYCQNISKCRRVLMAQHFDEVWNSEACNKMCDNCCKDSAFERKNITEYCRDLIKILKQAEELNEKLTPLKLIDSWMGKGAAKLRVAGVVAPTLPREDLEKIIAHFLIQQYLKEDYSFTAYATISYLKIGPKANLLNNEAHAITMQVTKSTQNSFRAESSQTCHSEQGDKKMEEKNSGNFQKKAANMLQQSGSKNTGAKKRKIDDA
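RECQ1T1 50 nM; forked duplex (20 bp + 30-nt ss tails) 200 nM, ATP 2 mM final; pH 8.0, 2 mM MgCl2, 2.5 ug/ml poly(dI-dC); 15 min compound preincubation; discontinuous kinetic read over 2 h at RT.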
L3MBTL1 block: qHTS Assay for the Inhibitors of L3MBTL1; AlphaScreen L3MBTL1–H3K9me1 peptide binding; Potency, µM (doses to about 57.1 µM), for the others: top-dose activity, negative = inhibition, actives largely listed as inhibitors; actives 0.66% (n = 230,000); AID 485360, 2010; also: % is scaled to controls: 0 for no effect and ±100 for the full control effect; nearly all actives have a fitted effect of over 60% in size
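AlphaScreen proximity signal between nickel-chelate acceptor and streptavidin donor beads (final 10 ug/mL) reports binding of 50 nM L3MBTL1 to 75 nM biotin-H3 K9me1 peptide; complex incubated with compounds 30 min at room temperature; cefsulodin titration as control.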
Tau FP inhib: qHTS for Inhibitors of Tau Fibril Formation, Fluorescence Polarization | Microtubule-associated protein tau (Homo sapiens), P10636 | K18 P301L tau heparin fibrillization, Alexa594 FP, 6 h | Potency, µM (series often up to 57.7 µM), for the others: at the highest dose activity, negative = inhibition, hits mostly inhibitors | actives 0.39% (n = 280,000) | AID 1468, 2008; also: % is scaled to controls: 0 for no effect and ±100 for the full control effect; nearly all actives have a fitted effect of over 55% in size
Target sequence (P10636 561-689 P618L limits assumed): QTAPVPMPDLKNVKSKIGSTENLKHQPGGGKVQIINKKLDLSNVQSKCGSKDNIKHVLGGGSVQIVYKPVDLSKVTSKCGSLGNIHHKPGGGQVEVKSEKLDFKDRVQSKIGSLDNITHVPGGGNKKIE
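Compound effects on tau fibrillization are measured by Alexa 594 fluorescence polarization (ex 555, em 632 nm). K18 P301L tau is used at 15 uM with 0.24 uM labeled tracer, and 20 uM heparin induces aggregation over 6 hr at 37 C.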
TexasRed fluor: Total Fluorescence Counterscreen for Inhibitors of the Interaction of Thyroid Hormone Receptor and Steroid Receptor Coregulator 2; TRb/SRC2 Texas Red total fluorescence interference; Potency, µM (top dose mostly 106 µM), inactives show top-dose fluorescence change, negative = quenching; actives 0.29% (n = 280,000); AID 1479, 2009; active = well fitted curve in either direction with a large enough effect; inconclusive = small, poorly fitted or top-dose-only effect; also: % is scaled to controls: 0 for no effect and ±100 for the full control effect
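Human TRβ ligand-binding domain (0.6 uM) and Texas Red SRC2 peptide (20 nM) in Tris buffer with 1 uM T3 and 5% DMSO were incubated with pinned compound for 5 hr at ambient temperature. Total fluorescence was computed as S + 2P (555/632 nm).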
Tau fibril ThT: qHTS for Inhibitors of Tau Fibril Formation, Thioflavin T Binding | actives 2.1% (n = 270,000) | Potency, µM (highest dose often 57.4 µM), inactives show top-dose activity, negative = inhibition, actives largely listed as inhibitors | Microtubule-associated protein tau (Homo sapiens), P10636 | recombinant tau K18 P301L (four-repeat tau fragment), heparin-induced fibrillization, ThT fluorescence; also: % is scaled to controls: 0 for no effect and ±100 for the full control effect; nearly all actives have a fitted effect of over 55% in size
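Aggregation was driven by heparin (20 uM final) acting on recombinant tau […] bearing P301L in 100 mM sodium acetate pH 7; fibrils were detected with Thioflavin T.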
* = called active by the depositor; i = inactive; u = inconclusive; x = not tested or not shown; [ ] = dose if it differs, or a comment. Unless noted, calls follow the shape of the dose curve; as a rule, active = well fitted curve in the direction sought with a large enough effect; inconclusive = small, poorly fitted or top-dose-only effect, or another doubt; inactive = no such curve, though single readings can be large; an effect the other way counts as inactive or inconclusive. Potency is read from the fitted curve at half-maximal effect. A portion of the library (hit frequency here may not be typical).

SMILES	TRb-SRC2 inh	Tau fluor counter	HTT ATP protect	RECQ1 helicase	L3MBTL1 block	Tau FP inhib	TexasRed fluor	Tau fibril ThT
COc1cc(OC)cc(-c2nnc(SCC(=O)NCc3cccs3)o2)c1	-3%	-15%	-7%	18%	x	4%	0%	-5%
On1nnc2ccccc21	9%	-5%	3%[10 µM]	-2%	-1%	1%	1%	-2%
Cc1ccc(C)c(NC(=O)C(=O)NCCc2csc(-c3cccc(F)c3)n2)c1	-4%	-7%	x	x	x	1%	-18%	-3%
COc1ccc(CN2CCC(C(=O)N3CCN(c4ccccc4F)CC3)CC2)cc1OC	-19%	3%	7%[10 µM]	-4%	-19%	-2%	0%	-2%
Cn1c(SC2CCCCC2=O)nnc1-c1ccncc1 (configuration not stated)	6%	-1%	-4%	-6%	-3%	-7%	-1%	-6%
Cc1ccccc1NC(=O)COc1ccc(Br)cc1CNCCCO	-2%	-7%	6%	i	-6%[11.4 µM]	1%	-6%	-1%
CC1(C)CC(=O)c2cc(-c3nc(-c4ccc(F)cc4)cs3)c(=O)[nH]c2C1	-3%	-13%	x	x	x	-19%	11%	-9%
Cc1nc2ncnn2c(C)c1CCC(=O)Oc1ccccc1	5%	-1%	-5%	-1%	-1%	2%	3%	-5%
CN1C(=O)NC(c2ccc(O)cc2)C2=C1CN(c1ccccc1)C2=O (configuration not stated)	-11%	1%	23%[10 µM]	0%	x	0%	-1%	x
CCOc1ccccc1N1CCN(Cc2cccc(OC)c2OC)CC1	-1%	3%	-19%	1%	-8%	11%	-5%	-4%
Cc1ccc2nc(Nc3nc(CSc4nnc(C)s4)cc(=O)[nH]3)nc(C)c2c1	-3%[53 µM]	-2%	-13%[10 µM]	14%	-7%	-11%	1%[53 µM]	u
CN(C)S(=O)(=O)c1ccc(C(=O)N(c2ccccn2)c2ccccn2)cc1	-6%	8%	-27%	16%	x	6%	-1%	-1%
CC(C)C(CO)N1CCN(Cc2ccccc2)CCC1=O (configuration not stated)	4%	-7%	31%[10 µM]	u	x	-7%	-3%	-8%
CCN(CC)c1ccc2cc(-c3nnc(-c4cccc(Cl)c4)o3)c(=O)oc2c1	3%	-4%	x	x	x	5%	u	u
Cc1ccc(C2N(c3ccc(Cl)cc3)C(=O)N3CCCN23)cc1 (configuration not stated)	0%	-22%	6%[10 µM]	0%	-5%	-2%	-5%	4%
Cc1ccccc1NC(=O)Nc1nnc(N(C)Cc2ccccc2)s1	-4%	-19%	x	x	x	14%	2%	-15%
CCOC(=O)C1=C(C)N=C2c3ccccc3C(=O)C2C1c1ccc(Cl)cc1 (configuration not stated)	-1%	7.9µM*[quencher]	-11%	-17%	u	1%	-1%	u
COc1cc(CNC(=O)c2ccc(NC(=O)N3CCCCc4ccccc43)cc2)cc(OC)c1OC	-9%	4%	x	x	x	6%	1%	0%
Cc1ccc(C(=O)Nc2cccc(C(=O)NCc3ccccc3)c2)o1	-6%	0%	-16%	i	4%	-4%	-3%	0%
CCNC(=O)C1CC(=O)N(Cc2ccc(F)cc2)C(=Nc2ccc(OC)cc2)S1 (configuration not stated)	-6%	-9%	1%[10 µM]	i	5%	-1%	-7%	3%
CCC(c1nnc(SCC(=O)Nc2nnc(-c3ccccc3)o2)o1)N(C)C (configuration not stated)	0%	-1%	-8%	-5%	-1%	1%	-1%	u
N/C(=N/O)c1nc(N2CCCCC2)nc(N2CCCCC2)n1	2%	7%	10%[10 µM]	i	u	9%	-4%	-3%
Nc1nc(-c2cccc(NS(=O)(=O)c3ccccc3)c2)cs1	4%	-2%	7%[10 µM]	-6%	-3%	-1%	0%	-4%
C(#CCN1CCOCC1)COCCOC(c1ccccc1)c1ccccc1	-13%	-6%	-2%	-12%	x	9%	-4%	-11%

Exported bar-delimited: 5 of the compounds above
mol | TRb-SRC2 inh | Tau fluor counter | HTT ATP protect | RECQ1 helicase | L3MBTL1 block | Tau FP inhib | TexasRed fluor | Tau fibril ThT
Cn1c(SC2CCCCC2=O)nnc1-c1ccncc1 (configuration not stated) | 6% | -1% | -4% | -6% | -3% | -7% | -1% | -6%
Cc1ccccc1NC(=O)COc1ccc(Br)cc1CNCCCO | -2% | -7% | 6% | i | -6%[11.4 µM] | 1% | -6% | -1%
CC1(C)CC(=O)c2cc(-c3nc(-c4ccc(F)cc4)cs3)c(=O)[nH]c2C1 | -3% | -13% | x | x | x | -19% | 11% | -9%
Cc1nc2ncnn2c(C)c1CCC(=O)Oc1ccccc1 | 5% | -1% | -5% | -1% | -1% | 2% | 3% | -5%
CN1C(=O)NC(c2ccc(O)cc2)C2=C1CN(c1ccccc1)C2=O (configuration not stated) | -11% | 1% | 23%[10 µM] | 0% | x | 0% | -1% | x

Going on with the list.
SMILES	TRb-SRC2 inh	Tau fluor counter	HTT ATP protect	RECQ1 helicase	L3MBTL1 block	Tau FP inhib	TexasRed fluor	Tau fibril ThT
CC(=O)c1ccc(NC(=O)C2=CC(c3ccc4c(c3)OCO4)=NS(=O)(=O)N2C)cc1	2%	22%	x	x	x	-3%	-2%	u
N#Cc1c(NC(=S)NC(=O)Cc2cccs2)sc2c1CCCCC2	-4%	u	-47%[inhibitor]	-3%	0%	-10%	5%	-17%
CCn1cc(C(=O)NCc2ccccc2OC)c(=O)c2cc(S(=O)(=O)N3CCCCC3)ccc21	-1%	-22%	x	x	x	-1%	-1%	9%
Cc1ccc(NC(=S)N(CCCN2CCCC2)Cc2cccn2Cc2ccc(Cl)cc2)cc1	-3%	-17%	-34%[inhibitor]	-6%	x	8%	0%	-16%
Cc1ccc(-c2nnc(Nc3cccc(Br)c3)c3ccccc23)cc1S(=O)(=O)NCC1CCCO1 (configuration not stated)	10%	u	x	x	x	u	-3%	2%
CCN1CCCC1CNCc1ccccc1OCc1ccc(F)cc1 (configuration not stated)	-3%	-6%	12%	-5%	x	3%	-2%	-9%
COc1ccccc1N1CCN(C(=O)c2ccccc2Oc2ccccc2)CC1	7%	2%	18%	-4%	-28%	4%	-1%	11%
Cc1ccc(C(=O)/C=C/Nc2cccc(O)c2)cc1	0%	u	-66%[inhibitor]	i	-25%[11.4 µM]	-2%	-1%	u
CC(C)(C)CC(=O)Nc1nnc(SCC(=O)NCc2cccs2)s1	9%[53 µM]	-10%	-26%[10 µM]	i	10%	-6%	1%[53 µM]	-3%
CC(C)C(C(=O)NCc1ccco1)N(C(=O)CNS(=O)(=O)c1ccccc1)c1ccccc1 (configuration not stated)	-1%	2%	x	i	4%	-4%	0%	5%
CC(C)(C)c1nc(SCC(=O)Nc2ccc3c(c2)OCCO3)c2ccccc2n1	-3%	-18%	-29%	-9%	-3%	-9%	-5%	0%
Cc1ccc(-c2nc3c(cnn3-c3ccccc3)c(=O)n2-c2cccc(Cl)c2)cc1	2%	-16%	x	x	x	-2%	7%	-10%
COc1cc2nc(SCc3ccc(Cl)cc3Cl)n(Cc3cccs3)c(=N)c2cc1OC	-8%	u	-69%[inhibitor]	-17%	0%	u	-1%	-1%
Cc1ccc2nc3n(c(=O)c2c1)CCC3	4%	5%	-5%	-6%	x	1%	0%	8%
COc1ccc2c(CC(=O)Nc3ccccc3N3CCOCC3)coc2c1	-8%	-22%	4%[10 µM]	-6%	44%[activator]	10%	-9%	-15%
O=C(Nc1ccc(-c2ccc([N+](=O)[O-])cc2)cc1)c1ccccc1F	-7%	-8%	-24%	4%	4%	-5%	-1%	u
O=C(CN1CCN(Cc2ccc(F)cc2Cl)C1=O)NCCc1ccccc1	-2%	-13%	-20%	-5%	x	1%	0%	-12%
CC(=O)c1c(O)c2ccccc2n(C2CCCCC2)c1=O	-5%	-1%	-10%[10 µM]	i	3%	-1%	-3%	0%
O=C1CCC(=O)N1c1ccccc1-c1ccccc1	0%	1%	-10%	i	6%	9%	0%	-2%
COc1ccccc1-c1nnc(SC)n1C	-1%	-7%	-33%	i	-7%	-8%	-2%	-7%
COc1ccc2c(c1)c1c(c(=O)n(-c3ccccc3C)c(=O)n1Cc1c(F)cccc1Cl)n2C	-5%	4%	x	x	x	2%	-2%	4%
N/C(=N\O)C1COc2ccccc2O1 (configuration not stated)	-2%	2%	-11%[10 µM]	-1%	3%	0%	-4%	-9%
CCCNC(=O)C1CCN(S(=O)(=O)c2ccc3nc4c(c(C(=O)O)c3c2)CCCCC4)CC1	-1%	-5%	5%[10 µM]	4%	12%	-3%	-2%	-6%
CCC(C)C(=O)Nc1nnc(SCC(=O)Nc2ccc(F)cc2)s1 (configuration not stated)	-7%	11%[2.34 µM]	29%[10 µM]	i	-2%	-10%	-3%	u
COc1ccc(-n2c(SCC(=O)Nc3cc(C)on3)nc3c([nH]c4ccccc43)c2=O)cc1	3%	2%	-11%[10 µM]	i	-5%	u	2%	10%
Cc1c2oc3c(C)ccc(C(=O)NC4C(=O)NC(C(C)C)C(=O)N5CCCC5C(=O)N(C)CC(=O)N(C)C(C(C)C)C(=O)OC4C)c3nc-2c(C(=O)NC2C(=O)NC(C(C)C)C(=O)N3CCCC3C(=O)N(C)CC(=O)N(C)C(C(C)C)C(=O)OC2C)c(N)c1=O (configuration not stated)	-4%	-6%	-121%[inhibitor]	3.2µM*	x	-7%	-1%	u
C=CCNC(=O)CSc1nc2sc(C)c(C)c2c(=O)[nH]1	3%	-7%	-6%	2%	u	6%	-1%	-3%
CCOc1ccccc1C1NC(=O)NC(C)=C1C(=O)OC1CCCCC1 (configuration not stated)	-4%	-8%	-5%[10 µM]	-8%	-7%	5%	2%	-14%
